From PubChem
LmPK inhibitor: qHTS Assay for Inhibitors of Leishmania Mexicana Pyruvate Kinase (LmPK); purified LmPK, Kinase-Glo ATP luminescence, 1 h; Potency, µM (titrated, usually from 57.5 µM), for inactives: at the highest dose activity change, negative = inhibition, hits mostly inhibitors; actives 0.37% (n = 290,000)
Target sequence (Q27686 whole entry, looked up): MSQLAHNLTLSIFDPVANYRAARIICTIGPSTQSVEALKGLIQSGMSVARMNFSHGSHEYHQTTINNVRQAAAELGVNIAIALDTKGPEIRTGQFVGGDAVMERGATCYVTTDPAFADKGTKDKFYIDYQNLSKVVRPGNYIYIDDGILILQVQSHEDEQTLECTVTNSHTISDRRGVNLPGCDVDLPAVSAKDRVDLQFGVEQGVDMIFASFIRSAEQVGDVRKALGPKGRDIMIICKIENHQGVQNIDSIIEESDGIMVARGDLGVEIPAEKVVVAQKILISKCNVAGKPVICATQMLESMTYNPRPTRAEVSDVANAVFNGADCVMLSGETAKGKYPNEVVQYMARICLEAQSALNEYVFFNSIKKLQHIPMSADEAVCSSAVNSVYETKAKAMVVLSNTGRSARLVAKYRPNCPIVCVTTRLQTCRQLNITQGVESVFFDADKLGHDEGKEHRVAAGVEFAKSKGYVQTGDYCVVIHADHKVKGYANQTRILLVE
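qHTS format; LmPK 0.1 nM; substrates PEP 0.5 mM and ADP 0.1 mM. One-hour room-temperature incubation, then coupled luciferase luminescence; 0.5 nM enzyme wells mark activation.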
Tb PYK inh: qHTS of Trypanosoma Brucei Inhibitors | pyruvate kinase (Trypanosoma brucei), Q57TT1 | TbPYK enzyme, Kinase-Glo Plus ATP luminescence, 45 min | Potency, µM (series often up to 76.8 µM), for the others: top-dose activity, negative = inhibition, usual class: inhibitors | actives 0.12% (n = 410,000) | AID 624173, 2012; further: nearly all actives have a fitted effect of over 50% in size
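Assay buffer: 50 mM TEA pH 7.2, 100 mM KCl, 10 mM MgCl2, 0.05% BSA, 0.01% Tween-20. Pyruvate kinase from T. brucei plus substrate met compound, then ADP (130 uM final). Luminescence was read post 45 min RT.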
HCV inh: qHTS Assay for Inhibitors of Hepatitis C Virus (HCV). Huh7.5.1 HCVcc-Cre infection, luciferase reporter, 44 h. Potency, µM (titrated, usually from 41.8 µM), for the others: at the highest dose activity change, negative = inhibition, most hits filed as inhibitors. actives 3.4% (n = 340,000)
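A cell-based infection assay in which seeded cells (1,000 per well) receive test compound after 4 h, are inoculated with HCVcc-Cre at approximately 0.5 moi, and are incubated 44 h before luminescence detection.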
Pf growth 96h: Primary qHTS for delayed death inhibitors of the malarial parasite plastid, 96 hour incubation; P. falciparum luciferase reporter growth, 96 h; Potency, µM (titrated, usually from 28.7 µM), without a hit: at the top dose activity change, negative = inhibition, hits mostly inhibitors; actives 6.9% (n = 320,000); AID 504834, 2011
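Readout is luminescence from an integrated firefly luciferase in P. falciparum. Red cells, 2% hematocrit and 0.05% parasitemia final, were cultured with compound through two parasite generations (96 hours) at 37 C, 5% CO2.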
Pf growth 48h: Primary qHTS for delayed death inhibitors of the malarial parasite plastid, 48 hour incubation | AID 504832, 2011 | Potency, µM (top dose mostly 28.7 µM), for inactives: at the highest dose activity change, negative = inhibition, actives largely listed as inhibitors | actives 5.9% (n = 310,000) | P. falciparum luciferase growth in erythrocytes, 48 h
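Read-out is firefly luciferase luminescence from an integrated reporter in P. falciparum, so falling signal marks reduced parasite growth. Infected erythrocytes were at 2% hematocrit and 0.1% parasitemia (final) in Albumax-supplemented RPMI 1640.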
Sm TGR block: qHTS Assay for the Inhibitors of Schistosoma Mansoni Peroxiredoxins; Schistosoma mansoni thioredoxin glutathione reductase (TGR), Q962Y6; purified TGR, DTNB reduction, TNB absorbance 405 nm; Potency, µM (highest dose often 114 µM), for inactives: at the top dose activity change, negative = inhibition, actives largely listed as inhibitors; actives 3% (n = 360,000); AID 485364, 2010; further: nearly all actives have a fitted effect of over 60% in size
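Kinetic colorimetric format: TGR-catalysed, NADPH-driven DTNB reduction monitored via TNB absorbance. Enzyme dispensed at 20 nM; compound exposure 15 min at room temperature before reaction start.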
* hit, by the source's call; u = inconclusive; x = not tested or not shown; [ ] = another dose, or the depositor's remark. The call rests on the fitted dose curve; in most records, active means well fitted curve in the direction sought with a large enough effect; inconclusive means small, poorly fitted or top-dose-only effect, or another doubt; inactive means no such curve, though single readings can be large; an effect the other way counts as inactive or inconclusive. On the % scale 0 is the no-effect control and ±100 the full control effect; potency means the concentration at half of the fitted maximal effect.

Second line of a record – LmPK inhibitor	Tb PYK inh	HCV inh	Pf growth 96h	Pf growth 48h	Sm TGR block
Cc1ccc(NC(=O)c2cc(NC(=O)CCCC(=O)O)ccc2Cl)cc1Cl
    3%	1%	13%	-2%	0%	-13%
COc1cc(/C=C2\NC(=S)NC2=O)ccc1OCc1cccc(C(=O)O)c1
    -6%	-13%	8%	35%[activator]	136%[activator]	5%
c1ccc2c(COn3nnc4ccccc43)cccc2c1
    11%	0%	x	94%[activator]	x	-2%
O=C(CSc1nnc(COc2ccccc2F)n1-c1ccccc1)NCc1ccco1
    -3%	-17%	-12%	x	u	40µM*
COc1ccc(/C=C(/NC(=O)c2ccccc2)c2nc3ccccc3[nH]2)cc1OC
    5%	5%	7%	u	u	0%
O=C(c1cc(N2C(=O)C3C4CCC(C4)C3C2=O)ccc1Cl)N1CCN(c2ccccc2)CC1 (stereo unspecified)
    -3%	6%	7%	-9%	-2%	-9%
O=c1c(Oc2ccccc2Br)c(C(F)(F)F)oc2c(CN3CCCC3)c(O)ccc12
    4%	4%	14%	2.1µM*	10µM*	-20%
COc1ccccc1NS(=O)(=O)c1ccc(NC(=O)CCNC(=O)c2ccco2)cc1
    3%	-8%	4%	8.3µM*	u	-15%
CN(C)c1nc(-c2cccs2)cc(C(F)(F)F)c1C#N
    5%	3%	-69%	19%	59%[activator]	-2%
CCOC(=O)c1c(NC(=S)N2CCN(C)CC2)sc(C)c1-c1ccccc1
    12%	-15%	-7%	47%[activator]	u	-29%
O=C(NC1CCCN(c2ccc(C(F)(F)F)cn2)C1)c1cc(Cl)ccc1F (stereo unspecified)
    -26%	8%	-5%	u	4%	u
CCOC(=O)c1c(NC(=O)CCS(=O)(=O)c2ccccc2)sc2c1CCN(C)C2
    -3%	9%	-8%	u	u	-18%
C=CCOc1c(Br)cc(CNc2ccc(NC(=O)C(C)C)c(OC)c2)cc1OCC
    3%	3%	-6%	u	9.3µM*	-29%
O=C(O)CCC(=O)NNC(=O)CCC(=O)Nc1ccccc1
    2%	-4%	13%	2%	75%[activator]	x
COC(=O)c1sc(S(=O)(=O)N2CCC(C(=O)O)CC2)c(C(=O)OC)c1C
    -5%	0%	10%	-16%	x	3%
O=C(CN(C1CCCCC1)S(=O)(=O)c1ccc(F)cc1)Nc1ccc2c(c1)OCO2
    0%	1%	-7%	-22%	u	1%
S=c1[nH]nc(Cn2cnc3ccccc32)n1-c1ccccc1
    -9%	-7%	13%	-20%	6%	-10%
N#CC(C#N)=CN=c1ccn(Cc2ccc(Cl)cc2Cl)cc1
    -3%	1%	u	1.2µM*	2.9µM*	0%
O=C(Nc1nc(-c2ccc3c(c2)OCO3)cs1)c1ccncc1
    5%	2%	13µM*	4.1µM*	12%	-3%
Cc1cnc(C(=O)NC(Cc2ccccc2)c2ccccc2)cn1 (stereo unspecified)
    -2%	-3%	1%	21%	u	4%
O=C(Nc1ccccc1)C(=O)Nc1ccc2c(c1)N(C(=O)C1CC1)CCC2
    x	-8%	u	-48%	-31%	-3%
Cn1c(C2CCCN2C(=O)OC(C)(C)C)n[nH]c1=S (stereo unspecified)
    -5%	-22%	5%	x	35%[activator]	4%
CC1CCN(CCc2nc3cc(NC(=O)COc4ccc(Cl)cc4)ccc3n2C)CC1
    -11%	1%	11µM*	3.3µM*	u	3%
Cc1nn(CC(=O)NCc2ccccc2)c(=O)c2ccccc12
    -3%	6%	17%	-22%	13%	0%
Cn1c(CNS(=O)(=O)c2ccc(Cl)cc2)n[nH]c1=S
    -1%	u	14%	48%[activator]	-5%	0%
O=C(c1ccc2ncsc2c1)N1CCN(c2cccc(C(F)(F)F)c2)CC1
    x	2%	u	u	0%	-7%
Nc1cc2c(cc1[N+](=O)[O-])OCCOCCOCCO2
    -2%	0%	6%	43%[activator]	28%	31%
Cc1ccc(OC(=O)c2ccc([N+](=O)[O-])cc2Cl)cn1
    -3%	2%	19%	u	9%	u
CCc1nnc(NC(=O)CSc2nnc(CNC(=O)c3ccccc3F)n2C)s1
    -6%	3%	12%	2%	-6%	12%
CC(C)(C)C(=O)Cn1ncc(Br)c(Br)c1=O
    1%	4%	10µM*	7%	-31%	x

Single records, as listed above. Order of screens: LmPK inhibitor	Tb PYK inh	HCV inh	Pf growth 96h	Pf growth 48h	Sm TGR block
Cc1ccc(OC(=O)c2ccc([N+](=O)[O-])cc2Cl)cn1 is entered as -3%	2%	19%	u	9%	u
O=C(c1ccc2ncsc2c1)N1CCN(c2cccc(C(F)(F)F)c2)CC1 is entered as x	2%	u	u	0%	-7%

Next entries
Second line of a record – LmPK inhibitor	Tb PYK inh	HCV inh	Pf growth 96h	Pf growth 48h	Sm TGR block
CCOC(=O)C1=C(C)OC(N)=C(C#N)C1c1cncc(-c2ccc(F)cc2)c1 (stereo unspecified)
    -4%	-16%	6%	u	3%	-24%
CC1(C)Cc2cccc(OCC(=O)N3CCN(c4cccc(Cl)c4)CC3)c2O1
    x	1%	u	u	4.7µM*	2%
Clc1ccc(CSC(Cn2ccnc2)c2ccc(Cl)cc2Cl)cc1 (stereo unspecified)
    6%	7%	6%[8.37 µM]	2.9µM*	2.1µM*	2%
Cc1ccc(S(=O)(=O)CCC(=O)OCC(=O)NCC(=O)Nc2cccc(C)c2C)cc1
    4%	0%	1%	14%	42%[activator]	-3%
O=C(Nc1cc(S(=O)(=O)N2CCCC2)ccc1OCC(F)(F)F)c1ccc(F)cc1
    2%	-7%	-12%	0%	-18%	-7%
CC(=O)Nc1ccc(S(=O)(=O)NCCSCc2cccc(Cl)c2)cc1
    -3%	-9%	-4%	u	-16%	5%
CCc1ccc(-c2nc(CSCC(=O)N3CCN(c4ncccn4)CC3)c(C)o2)cc1
    8%	3%	u	48%[activator]	x	-20%
O=C(CSc1nc(O)c(C2CCCCC2)c(=O)[nH]1)Nc1ccc(F)cc1
    -7%	-1%	18%	36%[activator]	28%	6%
CC1(C)CC(n2c(NCCO)nc3c(c2=O)C2(CCCC2)Cc2ccccc2-3)CCO1 (stereo unspecified)
    7%	-3%	-17%	9%	x	19%[11.4 µM]
CCOC(=O)c1c(C)[nH]c(C)c1S(=O)(=O)N(C)CC(=O)Nc1cccc(C)n1
    0%	-4%	16%	-26%	-11%	-8%
Cc1ccc(N(C(=O)CC2NC(=O)NC2=O)C2(C(=O)NC3CCCC3)CCCCC2)cc1 (stereo unspecified)
    2%	-3%	-4%	44%[activator]	-20%	-12%
Cn1c(Br)nc2c1c(=O)n(CC(O)COc1ccccc1)c(=O)n2C (stereo unspecified)
    -1%	7%	-9%	289%[activator]	-5%	50µM*
O=C(N/N=C/c1ccc(OC(=O)c2ccccc2Cl)cc1)c1ccccn1
    0%	3%	11%	u	94%[activator]	-23%
Cc1ccc(C(=O)N/C(=C\Cl)P(=O)(c2ccccc2)c2ccccc2)cc1
    2%	2%	-1%	u	-3%	-5%
O=C(COC(=O)c1cccnc1)Nc1ccc(F)cc1
    3%	-8%	-2%	-1%	3%	10%
O=C(COc1ccc(F)cc1F)NNC(=O)Nc1cccc([N+](=O)[O-])c1
    4%	2%	2%	7%	2%	3%
O=C(CCCn1c(=S)[nH]c2cc3c(cc2c1=O)OCO3)NCc1cccc(Cl)c1
    2%	-15%	13%	9.3µM*	-29%	-11%
Cc1ccccc1Oc1ccc(S(=O)(=O)NCCC(=O)O)cc1
    1%	4%	15%	-1%	-5%	-8%
CC(=O)N1CCN(CC(O)COc2ccc(OCc3ccccc3)cc2)CC1 (stereo unspecified)
    2%	7%	-13%	x	13%	0%
CSc1ccccc1C(=O)C1CCCN(S(=O)(=O)c2c(C)noc2C)C1 (stereo unspecified)
    6%	-8%	u	u	u	-20%
Cc1ccc(CNC(=O)C2CCCN(c3nn4c(=O)cc(C)nc4s3)C2)cc1 (stereo unspecified)
    0%[11.5 µM]	0%	14%	0%	u	0%
COC(=O)c1ccc(-c2nc(O)c3cnccn23)cc1
    -1%	0%	26%	x	5%	3%
CN(C)S(=O)(=O)c1cccc(C(=O)Nc2cc(S(=O)(=O)N3CCOCC3)ccc2O)c1
    x	-1%	-9%	u	u	-1%
COCCC(=O)N1CCC(Oc2ccc(C(=O)NCc3ncc(C)[nH]3)cc2)CC1
    -7%	-3%	0%	u	2%	-7%
COc1cc(Cn2c(=O)c3c(OC)c(C)cnc3n(C)c2=O)cc(OC)c1
    -9%	-1%	-20%	u	-21%	-1%
CN1CCC(N(C)S(=O)(=O)c2ccc(C(C)(C)C)cc2)CC1
    -1%	-10%	u	-3%	2%	1%
CC(C)Nc1nc(NC(C)C)nc(OCCOC(=O)Nc2ccccc2)n1
    -2%	-1%	u	x	10%	-3%
O=C(CS(=O)(=O)c1c[nH]c2ccccc12)N1CCc2ccccc21
    6%	-7%	-3%	47%[activator]	60%[activator]	5%
CCC(C(=O)Nc1ccc2c(c1)OCCO2)c1ccccc1 (stereo unspecified)
    -1%	-11%	14%	-13%	23%	-4%
Nc1ccc2oc(-c3ccccc3Cl)cc(=O)c2c1O
    1%	8%	u	210%[activator]	229%[activator]	-19%
CC(NC(=O)c1ccc(S(=O)(=O)Nc2ccccc2)cc1)c1ccc(S(N)(=O)=O)cc1 (stereo unspecified)
    x	2%	3%	-28%	u	-3%
O=C(NCC(c1ccco1)N1CCN(c2ccccc2)CC1)C(=O)NC1CCCCC1 (stereo unspecified)
    x	3%	34%[activator]	7%	1%	-1%

In the list so far, 12 have fluorine:
Second line of a record – LmPK inhibitor	Tb PYK inh	HCV inh	Pf growth 96h	Pf growth 48h	Sm TGR block
O=C(CSc1nnc(COc2ccccc2F)n1-c1ccccc1)NCc1ccco1
    -3%	-17%	-12%	x	u	40µM*
O=c1c(Oc2ccccc2Br)c(C(F)(F)F)oc2c(CN3CCCC3)c(O)ccc12
    4%	4%	14%	2.1µM*	10µM*	-20%
CN(C)c1nc(-c2cccs2)cc(C(F)(F)F)c1C#N
    5%	3%	-69%	19%	59%[activator]	-2%
O=C(NC1CCCN(c2ccc(C(F)(F)F)cn2)C1)c1cc(Cl)ccc1F (stereo unspecified)
    -26%	8%	-5%	u	4%	u
O=C(CN(C1CCCCC1)S(=O)(=O)c1ccc(F)cc1)Nc1ccc2c(c1)OCO2
    0%	1%	-7%	-22%	u	1%
O=C(c1ccc2ncsc2c1)N1CCN(c2cccc(C(F)(F)F)c2)CC1
    x	2%	u	u	0%	-7%
CCc1nnc(NC(=O)CSc2nnc(CNC(=O)c3ccccc3F)n2C)s1
    -6%	3%	12%	2%	-6%	12%
CCOC(=O)C1=C(C)OC(N)=C(C#N)C1c1cncc(-c2ccc(F)cc2)c1 (stereo unspecified)
    -4%	-16%	6%	u	3%	-24%
O=C(Nc1cc(S(=O)(=O)N2CCCC2)ccc1OCC(F)(F)F)c1ccc(F)cc1
    2%	-7%	-12%	0%	-18%	-7%
O=C(CSc1nc(O)c(C2CCCCC2)c(=O)[nH]1)Nc1ccc(F)cc1
    -7%	-1%	18%	36%[activator]	28%	6%
O=C(COC(=O)c1cccnc1)Nc1ccc(F)cc1
    3%	-8%	-2%	-1%	3%	10%
O=C(COc1ccc(F)cc1F)NNC(=O)Nc1cccc([N+](=O)[O-])c1
    4%	2%	2%	7%	2%	3%
